# UGM FP inh: M. tuberculosis UGM enzyme inhibitors, primary screen, biochemical, fluorescence polarization, single point | UDP-galactopyranose mutase (Mycobacterium tuberculosis (strain ATCC 25618 / H37Rv)), … | purified UGM, fluorescence polarization probe displacement | inhibition, % at 10 µM | 0.06% of 320,000 active; in the data active = inhibition above about 10%, passing the limit was not always enough
# Target sequence (P9WIQ1 whole entry, looked up): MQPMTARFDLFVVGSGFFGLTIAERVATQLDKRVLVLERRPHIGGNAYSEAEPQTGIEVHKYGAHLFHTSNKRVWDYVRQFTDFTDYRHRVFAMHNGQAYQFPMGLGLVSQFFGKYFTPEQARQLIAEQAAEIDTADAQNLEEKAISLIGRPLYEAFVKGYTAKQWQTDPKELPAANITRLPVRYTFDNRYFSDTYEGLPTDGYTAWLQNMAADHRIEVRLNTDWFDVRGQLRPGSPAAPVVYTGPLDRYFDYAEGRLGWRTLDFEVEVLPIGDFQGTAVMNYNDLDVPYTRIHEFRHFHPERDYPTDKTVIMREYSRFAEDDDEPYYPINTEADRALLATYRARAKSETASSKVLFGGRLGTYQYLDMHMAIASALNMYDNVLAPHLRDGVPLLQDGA
# PriA SSB inh: inhibitors of Klebsiella pneumoniae PriA binding to SSB C-terminal tail, primary screen, biochemical, AlphaScreen. PriA–SSB C-terminal tail interaction (Klebsiella pneumoniae). AlphaScreen SSBct-PriA binding, biotinylated peptide. inhibition, % at 33 µM. 0.6% of 430,000 active; in the data active = inhibition mostly above about 37%, no sharp cut-off; inactive = mostly below about 20%;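 note: plate controls were negative control peptide for no effect and reference peptide for full effect; strong numbers were not always called active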
# Mtb BioA inh: M. tuberculosis BioA enzyme inhibitors, primary screen, biochemical, plate reader, single point, HTS; 7,8-diaminopelargonic acid synthase BioA (Mycobacterium tuberculosis); 0.096% of 360,000 active; inhibition, % at 9.99 µM; AID 602481, 2012; purified M. tuberculosis BioA enzyme; in the data active = inhibition above about 40%
# FBA Mtb inh: Mtb FBA enzyme inhibitors, primary screen, biochemical, fluorescence, strain H37Rv. Fructose-bisphosphate aldolase (Mycobacterium tuberculosis (strain ATCC 25618 / H37Rv)), …. AID 588726, 2011. inhibition, % at 1 µM. purified M. tuberculosis FBA, fluorescence read-out. 2.3% of 360,000 active; in the data active = inhibition above about 27%;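 note: 0% = vehicle and 100% = reference inhibitor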
# Target sequence (P9WQA3 whole entry, looked up): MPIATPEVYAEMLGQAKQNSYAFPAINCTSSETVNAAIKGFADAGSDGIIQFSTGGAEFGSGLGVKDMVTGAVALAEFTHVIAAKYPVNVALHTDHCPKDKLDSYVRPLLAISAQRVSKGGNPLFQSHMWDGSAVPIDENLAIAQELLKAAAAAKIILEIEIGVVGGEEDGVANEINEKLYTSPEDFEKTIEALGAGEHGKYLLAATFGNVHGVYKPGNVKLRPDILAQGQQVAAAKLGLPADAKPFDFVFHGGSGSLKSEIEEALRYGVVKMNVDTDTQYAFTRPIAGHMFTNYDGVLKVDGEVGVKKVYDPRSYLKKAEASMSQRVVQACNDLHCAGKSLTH
# 3CLpro inhibitor: SARS-CoV 3CLpro protease inhibitors, primary screen, biochemical, quenched FRET; Replicase polyprotein 1ab (Severe acute respiratory syndrome coronavirus), P0C6X7; recombinant SARS-CoV 3CLpro, quenched FRET peptide cleavage; inhibition, % at 6 µM; 0.14% of 290,000 active; in the data active = inhibition above about 12%
# MazEF act: activators of E. coli MazEF toxin-antitoxin RNase, primary screen, biochemical, fluorescence, uHTS; FAM/BHQ RNA-DNA oligo cleavage fluorescence, 5 h; 0.32% of 350,000 active; Endoribonuclease toxin MazF (Escherichia coli (strain K12)), P0AE70; activation, % at 20 µM; AID 504720, 2011; in the data active = activation above about 50%
# Target sequence (P0AE70 whole entry, looked up): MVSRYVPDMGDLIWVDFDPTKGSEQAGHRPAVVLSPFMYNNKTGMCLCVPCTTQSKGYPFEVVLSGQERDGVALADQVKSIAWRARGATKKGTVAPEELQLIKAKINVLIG
# DUSP3 inh: VHR1 phosphatase inhibitors, primary screen, biochemical, absorbance, uHTS; Dual specificity protein phosphatase 3 (Homo sapiens), P51452; recombinant VHR phosphatase, pNPP absorbance; inhibition, % at 13.3 µM; 0.52% of 290,000 active; in the data active = inhibition above about 50%; note: some compounds called inactive have numbers as strong as hits
# Target sequence (P51452 whole entry, looked up): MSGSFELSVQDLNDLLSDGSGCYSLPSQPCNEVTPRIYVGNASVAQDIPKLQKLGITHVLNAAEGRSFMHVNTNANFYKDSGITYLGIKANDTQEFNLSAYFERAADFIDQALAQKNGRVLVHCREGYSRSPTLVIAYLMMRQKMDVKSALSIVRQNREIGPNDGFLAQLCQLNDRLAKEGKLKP
# BH1578 lux ind: inducers of Vibrio cholerae quorum light production without autoinducers, primary screen, BH1578 luxS cqsA deficient, single point. AID 588436, 2011. V. cholerae BH1578 lux reporter, luminescence, 6 h. activation, % at 18.7 µM. 0.16% of 350,000 active; in the data active = activation mostly above about 9.7%, no sharp cut-off; note: not every result past the cut was called active; inactives centre near 0; reference of the scale not given here
# GDH-TPI inh: GDH-TPI coupling enzyme inhibitors, primary screen, artefact control for M. tuberculosis FBA inhibitor project, biochemical, absorbance, full deck. 1.2% of 360,000 active. GDH-TPI coupled enzyme counterscreen, NADH absorbance. inhibition, % at 4.8 µM. AID 588335, 2011; in the data active = inhibition above about 30%;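 note: 0% = DMSO wells and 100% = wells lacking the enzyme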
# Rv3671c inh: Rv3671c serine protease inhibitors, primary screen, biochemical, fluorescence polarization, M. tuberculosis H37Rv; inhibition, % at 5.96 µM; 0.048% of 320,000 active; AID 2606, 2010; in the data active = inhibition above about 38%;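 note: extracellular domain of Rv3671c used as enzyme; 0% = enzyme with DMSO and 100% = no enzyme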
# Active calls of the source: *; i = inactive; x = not tested or not shown; & = joins results of further samples. The list is partial. The share of hits here may be higher or lower than overall.
# Under each structure: UGM FP inh	PriA SSB inh	Mtb BioA inh	FBA Mtb inh	3CLpro inhibitor	MazEF act	DUSP3 inh	BH1578 lux ind	GDH-TPI inh	Rv3671c inh
> CC1CCCC(C)N1C(=O)COC(=O)c1cccs1 (configuration not stated)
→ -0.1	-8	-2.1	0	x	6	x	-0.7	0	-6
> CC(C)c1ccccc1
→ 0.9	8	0.2	-1	x	6	x	-0.3	-5	-4
> Cc1ccc(S(=O)(=O)Nc2cccc3c2O[C@@H](CN(C)C(=O)Nc2ccc4c(c2)OCO4)[C@H](C)CN([C@@H](C)CO)C3=O)cc1
→ 3.4	7	-0.5&6.2	-1	x	1	x	1.2	8	1
> CCSc1nnc(-c2cccs2)o1
→ -2.2	-4	x	18	6	2	6	i	11	-3
> Cc1ccc(S(=O)(=O)c2nnn3c2nc(N2CCN(c4ccccn4)CC2)c2ccccc23)cc1C
→ -2.3	6	0.7	1	4	-25	-22	-0.2	6	7
> COc1ccc(S(=O)(=O)N/N=C(/C)c2ccco2)cc1
→ 1.6	x	-0.7	5	-12	2	43	i	-5	-4
> NC(=O)N1N=C2/C(=C/c3ccccc3)CCCC2C1c1ccccc1 (configuration not stated)
→ 1.5	-5	7.4	4	4	6	7	-0.3	10	6
> COc1ccc2oc(=N)c(C(=O)Nc3ccc(C)cc3)cc2c1
→ 0.4	4	-0.7	6	-6	5	-20	-0.3	10	x
> Cc1cccc2nc(Cn3c(=O)n(CCC(=O)NCc4ccco4)c(=O)c4ccccc43)cc(=O)n12
→ x	-5&-4&-1	x	-1	x	6	x	-0.5	21	x
> CCCCN1C(=O)/C(=C2\SC(N3CCOCC3)=NC2=O)c2ccccc21
→ 2.9	-10	-0.7	1	-1	7	68	i	-3	-4
> COc1ccc(C2(CNC(=O)c3ccc(Br)o3)CCOCC2)cc1
→ 1.1	2	-1.1	1	0	8	-16	-0.3	-13	-10
> O=c1c2ccccc2c(-c2ccccc2)nn1Cc1c(Cl)cccc1Cl
→ 6.6	-2	-5.2	6	1	-7	0	-4.2	0	-6
> OC(COCc1cccs1)CN1CCN(c2cccc(C(F)(F)F)c2)CC1 (configuration not stated)
→ 0.0	7	0.4	-1	3	-11	33	i	1	3
> CCOC(=O)c1ccc(-n2c(O)c(/C=N/NC(=O)C3COc4ccccc4O3)c3ccccc3c2=O)cc1 (configuration not stated)
→ 2.0	x	3.1	5	7	1	13	-0.3	7	0
> C/C=C/C(=O)Nc1cccc(C2=NOC3(C2)C[C@@H](C(N)=O)N(C(=O)C(c2ccccc2)c2ccccc2)C3)c1 (some centres not stated)
→ -2.3	10	0.6	-1	x	3	0	0.1	-2	-10
> C=CCOc1ccc(C[C@H](N)C(=O)NC[C@H]2O[C@@H](n3cc(C)c(=O)[nH]c3=O)C[C@@H]2O)cc1
→ x	x	-1.8	-1	x	7	x	-1.1	8	x
> O=C(NNC(=O)c1ccc(Cl)nc1)c1ccncc1
→ 0.1	0	4.6	2	x	-2	x	i	7	-3
> COc1ccc2c(c1)C=C([C@@H]1C[C@H]3CN(c4ccccc4)C(=O)[C@]34CCCN14)CO2
→ 1.7	6	16	4	-5	3	13	-0.2	8	2
> COc1ccc(-c2nc3ccccc3c(=O)n2O)cc1
→ -0.6	-5	0.4	2	0	-17	9	i	9	-5
> CCOc1ccc(S(=O)(=O)N2CCC(C(=O)NCC3CCCO3)CC2)cc1 (configuration not stated)
→ -8.4	-3	0.6	0	3	5	6	3.4	-9	3

# Continued, starting with the last five of the part before.
# Under each structure: UGM FP inh	PriA SSB inh	Mtb BioA inh	FBA Mtb inh	3CLpro inhibitor	MazEF act	DUSP3 inh	BH1578 lux ind	GDH-TPI inh	Rv3671c inh
> C=CCOc1ccc(C[C@H](N)C(=O)NC[C@H]2O[C@@H](n3cc(C)c(=O)[nH]c3=O)C[C@@H]2O)cc1
→ x	x	-1.8	-1	x	7	x	-1.1	8	x
> O=C(NNC(=O)c1ccc(Cl)nc1)c1ccncc1
→ 0.1	0	4.6	2	x	-2	x	i	7	-3
> COc1ccc2c(c1)C=C([C@@H]1C[C@H]3CN(c4ccccc4)C(=O)[C@]34CCCN14)CO2
→ 1.7	6	16	4	-5	3	13	-0.2	8	2
> COc1ccc(-c2nc3ccccc3c(=O)n2O)cc1
→ -0.6	-5	0.4	2	0	-17	9	i	9	-5
> CCOc1ccc(S(=O)(=O)N2CCC(C(=O)NCC3CCCO3)CC2)cc1 (configuration not stated)
→ -8.4	-3	0.6	0	3	5	6	3.4	-9	3
> CCNc1nc(ON=C(C)C)nc(N(C)C)n1
→ 3.4	-7	-0.4	-1	1	-3	-11	-0.3	-3	6
> CC1CCN(S(=O)(=O)c2ccc([N+](=O)[O-])cc2)CC1
→ 0.9	2&10	-0.7	1	0	9	8	i	3	1
> CCN(CC)c1ccc(/C=N/N2CCN(c3ccccc3OC)CC2)cc1
→ -1.5	x	-1.8	1	3	0	49	i	37*	7
> Cc1cc(C)n(-c2nc3ccccc3c(=O)n2OCC#N)n1
→ -0.1	-18	-0.4	0	-3	2	27	i	0	x
> C=CCNC(=O)/C(C#N)=C/c1cc(Br)ccc1OC
→ 3.5	-7	-1.0	1	3	-10	12	-0.3	11	2
> CCOC(=O)C(CC)Sc1nc2c(c(=O)[nH]c(=O)n2C)n1CCc1ccccc1 (configuration not stated)
→ 2.9	-27	x	0	0	13	33	-0.4	8	3
> CC1(C(=O)NS(=O)(=O)c2cccc(Cl)c2)CCN1C(=O)Cc1cccs1 (configuration not stated)
→ x	x	-0.3	-2	x	x	x	-4.5	1	x
> COc1ccc(N(CC(=O)NC2CCS(=O)(=O)C2)S(=O)(=O)c2cc(C)ccc2C)cc1 (configuration not stated)
→ -0.3	-1	1.2	-3	x	8	x	i	9	7
> O=C(CCC(=O)NC1CCCCC1)N/N=C/c1ccncc1
→ -2.1	x	x	-3	-4	-8	-27	-0.5	13	4
> CCOC(=O)C1CCCN(C(=O)c2ccc(OC)cc2)CC1 (configuration not stated)
→ x	x	-0.1	1	x	x	x	i	1	x
> O=C(CCSc1nnnn1-c1ccccc1)N1CCOCC1
→ -2.6	-14	1.2	0	-9	1	7	x	5	7
> O=[n+]1cc(-c2cc3ccccc3o2)n([O-])c2c1CCCC2
→ 1.5	3	-0.6	6	x	8	29	-0.2	15	0
> Cc1cccc(C)c1NC(=O)CSc1ccc([N+](=O)[O-])cn1
→ -1.1	-8	x	-3	3	0	-4	-0.2	3	-2
> COc1ccccc1NC(=O)CCC(=O)N(Cc1ccc(OC)c(OC)c1)c1nccs1
→ -1.6	4	x	-1	-5	2	43	-0.5	-2	3
> COc1cc(C2=NOC(C(=O)NCc3cccnc3)C2)cc(OC)c1OC (configuration not stated)
→ 0.9	9	-0.2	3	-1	-20	-15	-0.5	11	-7
> NC(=O)C1CCN(C(=O)CNC(=O)c2ccc(F)cc2)CC1
→ x	-6	x	-1	x	4	x	x	1	8
> NC12CC3CC(C1)CC(CC(=O)O)(C3)C2
→ -2.4	-14	0.8	-1	2	5	22	i	-3	-19
> O=C(CC1Oc2ccccc2NC1=O)NCCCN1CCN(C2CCCCC2)CC1 (configuration not stated)
→ 0.5	0	-1.9	7	-2	-3	x	i	2	10
> Cc1ccc(NC(=O)/C(=C\c2ccco2)NC(=O)c2ccco2)cc1
→ -3.3	-5	x	1	5	16	20	-0.2	13	7
> CCN(CC)c1ccc(N=Cc2c(O)n(-c3ccc(Cl)cc3)c(=O)[nH]c2=O)cc1
→ 3.0	-22	0.2	0	2	3	7	i	-1	2

# Some of the entries so far, with tabs:
compound	UGM FP inh	PriA SSB inh	Mtb BioA inh	FBA Mtb inh	3CLpro inhibitor	MazEF act	DUSP3 inh	BH1578 lux ind	GDH-TPI inh	Rv3671c inh
CCN(CC)c1ccc(N=Cc2c(O)n(-c3ccc(Cl)cc3)c(=O)[nH]c2=O)cc1	3.0	-22	0.2	0	2	3	7	i	-1	2
CCN(CC)c1ccc(/C=N/N2CCN(c3ccccc3OC)CC2)cc1	-1.5	x	-1.8	1	3	0	49	i	37*	7

# Complete entries, quoted from the list. Order of screens: UGM FP inh | PriA SSB inh | Mtb BioA inh | FBA Mtb inh | 3CLpro inhibitor | MazEF act | DUSP3 inh | BH1578 lux ind | GDH-TPI inh | Rv3671c inh
# `CCOC(=O)C(CC)Sc1nc2c(c(=O)[nH]c(=O)n2C)n1CCc1ccccc1` (configuration not stated) reads 2.9 | -27 | x | 0 | 0 | 13 | 33 | -0.4 | 8 | 3
# `CCCCN1C(=O)/C(=C2\SC(N3CCOCC3)=NC2=O)c2ccccc21` reads 2.9 | -10 | -0.7 | 1 | -1 | 7 | 68 | i | -3 | -4

# Next section:
# Under each structure: UGM FP inh	PriA SSB inh	Mtb BioA inh	FBA Mtb inh	3CLpro inhibitor	MazEF act	DUSP3 inh	BH1578 lux ind	GDH-TPI inh	Rv3671c inh
> O=C(O)COc1ccc(NC(=O)c2cccs2)cc1
→ -1.5	0	x	-2	3	7	x	i	9	-1
> CC(Nc1nc(-c2ccc(Cl)cc2)cs1)c1nc2cc(Cl)c(N3CCCCC3)cc2n1CCOCCO (configuration not stated)
→ 0.0	3	-1.6	-1	x	-4	x	i	10	-1
> CCCCNC(=S)N1CCC(Cc2ccccc2)CC1
→ -0.3	-16	2.5	3	-3	4	-2	i	-4	3
> Cc1ccc(C2CC2C(=O)NNC(=S)Nc2ccc(Cl)cc2)cc1 (configuration not stated)
→ -1.4	11	5.3	2	7	-4	22	x	8	0
> O=S(=O)(c1ccc(Cl)s1)N1CCN(CCc2ccccc2)CC1
→ 0.4	2	-0.5	-1	0	-9	-7	-1.6	8	9
> O=C(NNC(=O)c1ccccc1O)c1ccc(-c2ccc([N+](=O)[O-])cc2)o1
→ 1.8	-6	x	-2	x	-10	x	-2.9	21	12
> COc1cccc(N2C(=O)C3CCCN3C2=S)c1 (configuration not stated)
→ 1.0	9	-1.7	1	7	-16	14	-0.4	-2	-1
> CCOC(=O)CC(NC(=O)c1ccco1)c1ccccc1Cl (configuration not stated)
→ 0.4	2	0.3	1	8	-10	-2	i	7	-6
> CN(C(=O)CCc1nc(-c2ccccc2F)no1)c1ccccc1
→ 0.6	-9	x	3	2	4	24	0.1	14	4
> CC(=O)N1CCc2cc(S(=O)(=O)CCC(=O)Nc3cccc(F)c3)ccc21
→ -0.7	-16	-2.2	-3	-4	-5	27	i	-1	1
> CCCn1c(SCC(=O)c2ccc3c(c2)OCCO3)nnc1C(C)C
→ 5.4	-19	2.0	-2	0	-4	7	-0.2	10	4
> Cc1cc(/C([O-])=C(/C(=S)Nc2ccc(F)cc2)[n+]2ccccc2)c(C)n1Cc1ccccc1Cl
→ 4.9	x	x	2	1	-4	11	-0.2	1	5
> COc1cc(C(=O)NCC2CCCO2)ccc1OCc1ccc(Cl)cc1Cl (configuration not stated)
→ 1.4	-16	x	9	x	4	x	i	-4	0
> NC(=S)N/N=C/c1cn(-c2ccccc2)nc1-c1cccnc1
→ -1.1	x	2.5	-3	-3	4	38	i	25	-14
> CCCN(CC(=O)Nc1cc(Cl)ccc1Cl)C(=O)/C=C/c1cc(OC)ccc1OC
→ 0.1	-3	-0.2	39*	x	-9	x	i	5	-26
> CCC(C)NCCCCOc1ccc(Cl)cc1C (configuration not stated)
→ 0.5	-5	-2.0	2	3	10	4	-5.1	-1	5

# Screening results as filed in PubChem BioAssay.
